Assay outcomes (PubChem)
PPC-1+TRAIL kill: kills PPC-1 cancer cells in the presence of TRAIL. PPC-1 cells + TRAIL, ATPLite viability luminescence. cell killing (% activity), % at 4 µM. 0.41% of 220,000 active. AID 1443;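 active = cell killing above 50% in the first pass at 4 µM, then a duplicate retest at 5 µM averaging 50% or more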;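 also: plate controls were cells with TRAIL plus DMSO for no effect and medium-only wells lacking cells for full effect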
CHOP inh: inhibitors of CHOP induction in ER stress response | CHO-K1 CHOP-promoter luciferase, tunicamycin-induced, 15-18 h | AID 2732 | 3.8% of 220,000 active | inhibition, % at 10 µM;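 active = compounds that reduced the stress-induced luciferase reporter signal by more than about 70% of percent inhibition, limit read from the data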;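 also: 0% = tunicamycin plus vehicle and 100% = wells without tunicamycin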
MDM2 E3 inh: inhibitors of human Mdm2 E3 ubiquitin ligase. cell-based MDM2 ubiquitination luciferase reporter, 2 h; 0 = plate control, 100 = twice control, blank-subtracted. 0.11% of 210,000 active. Q00987. signal enhancement, % at 5 µM. AID 1230;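 active = signal enhancement of 30% or more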;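 also: luminescence tracks abundance of the self-degrading MDM2-luciferase fusion protein; higher signal means inhibition of MDM2 E3 ligase activity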
Target sequence (Q00987 whole entry, looked up, the tested form may be a part): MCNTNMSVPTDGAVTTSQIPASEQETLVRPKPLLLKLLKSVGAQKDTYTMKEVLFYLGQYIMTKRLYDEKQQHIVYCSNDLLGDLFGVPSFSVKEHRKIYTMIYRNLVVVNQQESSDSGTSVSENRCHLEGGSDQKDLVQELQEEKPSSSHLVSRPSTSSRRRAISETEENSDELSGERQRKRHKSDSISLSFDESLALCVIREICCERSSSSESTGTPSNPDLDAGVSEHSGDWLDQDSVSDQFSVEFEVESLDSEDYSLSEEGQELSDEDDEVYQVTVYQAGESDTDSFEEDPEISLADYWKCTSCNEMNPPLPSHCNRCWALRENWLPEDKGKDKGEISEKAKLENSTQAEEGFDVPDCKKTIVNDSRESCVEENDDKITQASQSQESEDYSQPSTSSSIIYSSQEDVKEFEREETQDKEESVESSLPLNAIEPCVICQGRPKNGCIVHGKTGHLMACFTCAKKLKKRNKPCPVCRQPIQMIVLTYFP
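Test system: stable mammalian line carrying autodegrading MDM2–luciferase fusion reporter; quantity: 2000 cells in each well; times: 4 h cell settling then 2 h compound exposure, 37 °C; detection: luminescence with SteadyLite reagent, 15 min at room temperature; evaluation: percent signal gain over controls, blank-subtracted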
Runt-SMMHC FRET: blocks binding of human RUNX1 Runt domain to CBFb-SMMHC; Cerulean-Runt/Venus-CBFb-SMMHC FRET ratio 530/480, 1 h; inhibition, % at 20 µM; 0.74% of 220,000 active;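 active = mean inhibition across duplicate retests at 20 µM reaching about 50%, limit read from the data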;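 also: 0% = DMSO wells and 100% = wells with excess untagged CBFb-SMMHC; inhibitors lower the FRET ratio by blocking Runt binding to CBFb-SMMHC; some results filed as inactive read as strong as hits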
NCF1 inh: blocks human p47phox regulatory protein of NADPH oxidases. p47phox/p22phox peptide binding, fluorescence polarization, 2 h. inhibition, % at 24.7 µM. 0.53% of 220,000 active. AID 1274;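 active = inhibition above about 30%, limit read from the data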;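 also: 0% = p47phox with labelled peptide and 100% = labelled peptide alone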
Target sequence (P14598 whole entry, looked up): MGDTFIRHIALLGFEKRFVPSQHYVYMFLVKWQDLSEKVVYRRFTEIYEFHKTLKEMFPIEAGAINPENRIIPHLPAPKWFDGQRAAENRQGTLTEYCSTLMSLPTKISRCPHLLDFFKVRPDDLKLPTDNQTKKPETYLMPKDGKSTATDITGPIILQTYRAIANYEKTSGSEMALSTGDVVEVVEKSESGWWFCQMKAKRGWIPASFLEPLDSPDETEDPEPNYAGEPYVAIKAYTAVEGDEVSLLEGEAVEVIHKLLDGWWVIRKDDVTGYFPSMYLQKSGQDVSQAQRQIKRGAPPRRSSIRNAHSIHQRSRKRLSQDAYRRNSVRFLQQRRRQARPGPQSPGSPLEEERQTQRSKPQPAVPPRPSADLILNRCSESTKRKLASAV
TNF necrop inh: TNF-alpha cell death inhibition in Jurkat FADD-/- cells; Jurkat FADD-/- TNF necroptosis rescue, ATP luminescence, 24 h; 0 = TNF only, 100 = no-TNF cells; 0.068% of 220,000 active; activation (protection from cell death), % at 10 µM;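 active = activation, meaning protection from cell death, of at least 50% relative to plate controls; inactive = activation below 50%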;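 also: necroptosis triggered by 40 ng/mL TNF-alpha added together with compound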
zfTRPN1 agonist: activates the zebrafish TRPN1 channel. HEK293 zebrafish TRPN1-YFP, Fluo-8 calcium fluorescence; 100% = response to 87 µM carbachol. activation, % at 3 µM. 0.18% of 220,000 active. AID 1424;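 active = activation above its plate's cutoff, the mean activation of test wells on that plate plus 3 SD, cut at about 19% in these data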;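 also: 0% = DMSO alone and 100% = 87 µM carbachol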
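Material: zebrafish TRPN1-YFP in HEK293 cells; Doses: single test compound dose, 3 µM nominal, 0.3% DMSO; Timing: dye loading 1 h at 37 °C, then 30 min room temperature; Technique: intracellular calcium fluorescence with Fluo-8; Benchmarks: high carbachol 87 µM, low DMSO alone.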
TRPML3 agonist: activates the human TRPML3 channel | Q8TDD5 | HEK293 TRPML3-YFP, Fluo-8 calcium fluorescence; 100% = the carbachol control signal | activation, % at 3 µM | 0.29% of 220,000 active | AID 1448;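 active = activation above its plate's cutoff, the mean activation of the plate's test wells plus 3 SD, cut at about 12% in these data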;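 also: 0% = DMSO only wells and 100% = carbachol wells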
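Test system: TRPML3-YFP stable HEK293 cells. Doses: single point at 3 µM. Incubation: dye loading 1 h 37 °C then 30 min ambient, 125 s read. Signal: Fluo-8 calcium dye fluorescence, ex 470-495, em 515-575 nm. Measure: percent activation from peak-to-basal fluorescence ratio, scaled between DMSO and carbachol.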
EBV gp42 block: EBV gp42 inhibition; AID 1085; Fluorescence polarization binding assay, mP read-out; 0.42% of 220,000 active; inhibition, % (tested at 21.74 µM); in the data active = inhibition above about 50%
Target sequence (Q1HVG2 whole entry, looked up): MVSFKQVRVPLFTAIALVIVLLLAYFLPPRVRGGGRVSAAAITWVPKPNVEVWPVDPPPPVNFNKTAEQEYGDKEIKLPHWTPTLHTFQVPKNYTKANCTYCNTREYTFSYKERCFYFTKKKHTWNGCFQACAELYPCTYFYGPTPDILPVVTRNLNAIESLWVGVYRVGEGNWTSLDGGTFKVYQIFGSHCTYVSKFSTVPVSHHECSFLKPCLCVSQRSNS
The depositor's hits bear a star; x = not tested or not shown.

SMILES | PPC-1+TRAIL kill | CHOP inh | MDM2 E3 inh | Runt-SMMHC FRET | NCF1 inh | TNF necrop inh | zfTRPN1 agonist | TRPML3 agonist | EBV gp42 block
CCOC(=O)C(=O)Nc1ncc(Cl)s1 | -1.4 | 4.0 | -5.9 | 0.1 | -2.5 | -0.7 | 1.4 | 0.9 | -11.8
O=C(c1ccco1)N1CCCN(Cc2nc(-c3ccc4c(c3)OCO4)no2)CC1 | 15.8 | 25.9 | -13.5 | -10.2 | -4.0 | 0.3 | 2.0 | 1.0 | 5.2
Cc1ccc(S(=O)(=O)NCC(=O)N2CCN(c3ccccc3F)CC2)cc1 | -9.7 | -19.0 | -0.8 | -0.8 | -7.6 | 0.4 | -0.8 | 0.1 | 0.6
CCNC(=O)COC(=O)/C=C/c1ccccc1[N+](=O)[O-] | 16.2 | 38.8 | -5.1 | -5.9 | -11.9 | -0.2 | 0.5 | 0.8 | -1.4
Cn1c(=O)c2c(nc(NCc3ccco3)n2C/C=C/c2ccccc2)n(C)c1=O | 14.3 | x | -11.1 | 1.8 | -3.7 | x | x | x | -3.1
Nc1c(C(=O)O)cnn1-c1ccccc1 | 30.9 | 9.8 | 0.7 | -2.5 | -0.6 | 0.5 | 1.0 | 1.3 | -12.9
O=C(Nc1ccc2c(c1)OCCO2)C1CCN(c2nnnn2-c2ccccc2)CC1 | 3.2 | 4.8 | -31.2 | 0.5 | 5.5 | -4.0 | 0.2 | 1.9 | -6.1
CC1=CC(C)(C)Nc2ccc(OC(=O)CCN3C(=O)c4ccccc4C3=O)cc21 | 5.4 | 108.0* | -7.5 | -3.6 | -2.7 | -27.7 | 1.4 | 0.4 | -4.7
CC(C1CC2CCC1C2)N1CC(O)=C(c2nc3ccccc3[nH]2)C1=N (centres undefined) | 10.9 | 27.6 | -17.9 | 1.9 | -18.4 | 5.1 | 5.8 | 0.4 | -7.4
CCOc1ccc(NC(=O)c2sc(N3CCOCC3)nc2-c2ccccc2)cc1 | -8.2 | 44.0 | -9.9 | -9.8 | 8.8 | 1.9 | 0.8 | 0.2 | 10.3
CC(=O)Nc1cccc2c1C(=O)N(c1ccc(C)cc1)C2=O | 11.6 | -20.8 | -3.5 | -22.8 | -13.3 | 0.8 | -1.7 | 0.8 | -3.8
COc1ccc(C(=O)Nc2cccc(C(=O)NCc3ccccc3)c2)cc1 | 8.5 | 6.5 | x | -3.2 | -13.9 | 1.7 | 1.9 | -0.2 | 0.5
O=C(NN1C(=O)c2ccccc2NC1c1ccc([N+](=O)[O-])o1)c1ccc([N+](=O)[O-])cc1 (centres undefined) | x | -41.5 | -11.1 | 5.8 | -14.2 | -4.8 | 0.9 | 0.6 | -9.0
CCn1c(=O)c(=O)[nH]c2cc(C(=O)NCC3CCCCC3)ccc21 | 22.6 | 1.4 | -11.7 | 0.9 | -54.1 | 0.7 | -1.2 | 0.1 | -26.4
CC1(NC(=O)NCc2ccco2)CCS(=O)(=O)C1 (centres undefined) | 17.6 | -4.3 | -12.3 | -145.9 | -10.5 | 2.2 | 0.8 | 1.0 | -16.8
COc1ccc(CCNC2=NCC(C)S2)cc1 (centres undefined) | -3.1 | 30.5 | -1.6 | -1.9 | -10.8 | 0.7 | 0.7 | 0.2 | -6.2
Cc1ccc(Nc2n[nH]c(C)c2[N+](=O)[O-])cc1 | 32.9 | -3.1 | -17.8 | 1.1 | -6.8 | 1.9 | -0.5 | -0.4 | 9.4
Cn1c(=O)c(Nc2ccc(Cl)cc2)c2c3c(cccc31)C(=O)c1ccccc1-2 | -33.8 | 43.2 | -1.5 | -83.9 | -39.3 | -2.0 | 1.4 | 2.6 | 176.4*
COc1ccc(CNn2c(-c3cccs3)nc3ccccc3c2=O)cc1OC | 15.6 | 39.5 | -4.9 | -0.2 | -12.9 | -3.1 | 1.5 | 0.7 | -0.6
CCCNC(=O)CN1C(=O)NC(CCSC)C1=O (centres undefined) | 8.4 | 17.6 | -4.7 | -1.7 | -2.2 | 3.8 | 1.0 | 0.7 | -12.8
CC12CC(c3ccccc3O1)N(C(=O)c1ccco1)C(=S)N2c1ccccc1 (centres undefined) | 13.6 | 44.9 | -8.0 | -0.6 | -13.6 | -2.6 | -0.8 | -0.3 | -4.7
COc1cc(C(=S)N2CCOCC2)cc(OC)c1OC(=O)c1cc([N+](=O)[O-])cc([N+](=O)[O-])c1 | -8.8 | -12.4 | -10.6 | -3.0 | -2.7 | -4.3 | 1.1 | -0.2 | -2.5
Cc1ccc(C2(C(F)(F)F)NC(=O)N3C(=C2C#N)Nc2ccccc23)cc1 (centres undefined) | 0.5 | 107.1* | -6.9 | -1.2 | -23.5 | 5.0 | 2.8 | 0.5 | -14.2
O=C(/C=C/c1ccc([N+](=O)[O-])cc1)NCCSCc1ccco1 | 1.7 | 26.6 | -7.0 | 7.3 | -5.9 | 2.0 | -1.6 | 0.0 | -4.9
COc1ccccc1Nc1nc(N)nc(CSc2nc(C)cc(C)n2)n1 | 11.4 | 18.1 | 1.0 | 2.6 | -6.2 | -2.4 | 0.5 | -1.3 | -21.8
CC(C)C(=O)Nc1ccc(N2CCN(c3ccc(F)cc3)CC2)cc1 | 9.8 | 26.0 | -12.1 | -1.2 | -3.5 | 0.6 | 0.6 | 0.7 | -8.6
O=C(CCc1nnc(C2CCCCC2)o1)N1CCN(Cc2ccccc2)CC1 | -7.4 | 7.2 | 3.6 | 1.8 | -1.9 | 1.5 | 0.4 | 0.8 | 4.8
Oc1ccc2oc3c(c2c1/C=N/n1cnnc1)CCCC3 | 6.9 | 21.5 | -14.1 | -5.4 | -2.6 | -8.0 | 0.0 | 0.4 | -1.6
CC1(C)CC(=O)C2=C(C1)N(c1cccc(O)c1)C1=C(C2)C(=O)CC(C)(C)C1 | 35.3 | -144.0 | -1.8 | 57.4* | -15.6 | -18.2 | 0.5 | 0.8 | 31.6
CCOC(=O)c1c(NC(=O)Cn2c(=O)oc3ccccc32)oc(C)c1C(C)=O | 32.2 | 45.4 | 1.6 | -0.1 | -5.3 | -0.6 | -0.1 | 0.9 | -20.8
COc1ccc(CN(C)CC(=O)Nc2ccc(N3CCOCC3)cc2)cc1OC | 19.2 | -11.4 | -9.2 | 2.6 | -10.0 | 2.8 | 0.6 | 1.2 | -14.1
CCOc1ccc(NC(=S)N(CCc2c(C)[nH]c3ccccc23)Cc2cccnc2)cc1 | 8.5 | -2.6 | x | 2.1 | -3.4 | 3.2 | -1.1 | 0.0 | 2.9
c1cncc(-c2nc3ccccc3o2)c1 | 16.5 | x | -7.9 | -3.5 | x | 0.3 | 0.2 | 0.7 | x
COc1ccc(C(F)(F)F)cc1N/C=C/c1nnnn1-c1ccc2ccccc2c1 | 8.2 | 7.0 | 0.0 | -64.9 | -26.0 | 0.6 | -0.9 | 0.6 | -0.3
O=C(CCC(=O)OCc1cccc([N+](=O)[O-])c1)Nc1ccc(F)cc1 | 18.5 | -7.8 | -14.6 | -0.1 | 0.8 | 0.5 | 1.8 | 0.3 | 0.6
O=C(CN1C(=O)NC2(CCCCC2)C1=O)Nc1ccc(S(=O)(=O)N2CCOCC2)cc1 | 6.7 | 24.7 | -12.9 | -1.7 | -0.2 | -0.7 | 0.6 | 0.1 | 5.3
CCOC(=O)c1[nH]c2ccc(OC)cc2c1NC(=O)c1ccc2c(c1)OCO2 | 2.3 | -19.9 | -7.9 | -2.3 | -8.9 | -0.6 | 0.7 | 0.0 | 2.2
Clc1cccc(OCCn2cncn2)c1Cl | -5.6 | 10.7 | 10.7 | -5.0 | -9.8 | -0.4 | 0.5 | 0.7 | -5.5
COc1ccc(NC(=O)c2sc(SCc3ccccc3)nc2N)cc1 | 11.9 | 28.2 | -8.2 | 2.3 | -2.3 | -0.5 | -1.0 | -0.9 | -1.0
Cc1cc(C(C)(C)C)oc1C(=O)OCC(=O)NC1CCCCC1 | 30.8 | 12.9 | -9.6 | -1.8 | -3.1 | 0.5 | -1.8 | 0.3 | -14.2
Cn1c(=O)[nH]c(NC2CCCCC2)c(N=O)c1=O | 2.1 | -18.9 | -3.3 | -1.5 | 8.2 | 1.0 | -0.9 | 0.4 | -7.9
CCOc1ccc(NC(=O)COc2nsnc2N2CCCCC2)cc1 | -8.4 | 22.3 | x | 1.0 | -11.8 | -1.0 | -0.7 | -0.2 | -12.3
CN1CCN(c2nc3c(c(=O)[nH]c(=O)n3C)n2CCSc2nc3ccccc3s2)CC1 | 10.8 | 0.4 | -4.9 | -0.4 | -11.2 | -2.1 | -0.4 | 1.1 | -28.5
Cc1ccccc1N1C(=O)CC(N(O)c2ccccc2)C1=O (centres undefined) | 9.4 | 5.5 | -3.7 | -2.2 | -9.3 | -0.4 | 0.9 | 0.8 | -12.1
Cc1ccc(NC(=S)N(Cc2cccc(Br)c2)CC2CCC(C(=O)O)CC2)cc1 (centres undefined) | -17.0 | 32.7 | -6.0 | -1.4 | -5.8 | -1.2 | -0.3 | 0.2 | 4.8
Cc1ccc(N(CC(=O)Nc2ccc(C)cn2)S(=O)(=O)c2c(C)nn(C)c2C)cc1 | -30.9 | 40.1 | -14.1 | 1.8 | -5.0 | 0.1 | 1.0 | 0.5 | -10.5
CC(C)[C@H](NC(=O)Nc1ccc(Oc2ccccc2)cc1)C(=O)O | 8.6 | -0.8 | -14.1 | -1.2 | -1.7 | -0.5 | -0.8 | 0.6 | 4.5
Cc1ccc(NC(=S)N(Cc2ccc(Cl)cc2)Cc2ccc(C(=O)O)cc2)cc1Cl | 23.0 | 2.4 | -15.2 | -4.0 | -12.2 | 2.2 | -1.9 | -1.8 | -4.5

Full records, quoted from the list. Values in the order: PPC-1+TRAIL kill | CHOP inh | MDM2 E3 inh | Runt-SMMHC FRET | NCF1 inh | TNF necrop inh | zfTRPN1 agonist | TRPML3 agonist | EBV gp42 block
Results for `Cc1ccc(NC(=S)N(Cc2ccc(Cl)cc2)Cc2ccc(C(=O)O)cc2)cc1Cl` → 23.0 | 2.4 | -15.2 | -4.0 | -12.2 | 2.2 | -1.9 | -1.8 | -4.5
Results for `Cn1c(=O)[nH]c(NC2CCCCC2)c(N=O)c1=O` → 2.1 | -18.9 | -3.3 | -1.5 | 8.2 | 1.0 | -0.9 | 0.4 | -7.9
Results for `Cc1ccccc1N1C(=O)CC(N(O)c2ccccc2)C1=O` (centres undefined) → 9.4 | 5.5 | -3.7 | -2.2 | -9.3 | -0.4 | 0.9 | 0.8 | -12.1

An excerpt taken from the entries so far, for reference:
SMILES | PPC-1+TRAIL kill | CHOP inh | MDM2 E3 inh | Runt-SMMHC FRET | NCF1 inh | TNF necrop inh | zfTRPN1 agonist | TRPML3 agonist | EBV gp42 block
Cn1c(=O)[nH]c(NC2CCCCC2)c(N=O)c1=O | 2.1 | -18.9 | -3.3 | -1.5 | 8.2 | 1.0 | -0.9 | 0.4 | -7.9
CCOc1ccc(NC(=O)COc2nsnc2N2CCCCC2)cc1 | -8.4 | 22.3 | x | 1.0 | -11.8 | -1.0 | -0.7 | -0.2 | -12.3
